Source: PubChem BioAssay
H37Rv inhibition – M. tuberculosis growth inhibition, HTS (AID 449762). M. tuberculosis H37Rv growth inhibition, 7H9 media; higher % means a stronger effect. inhibition, % at 25 µM; hits with a dose series show IC50 in µM. actives 0.59% (n = 330,000); in the data active means a potency from the dose series; inconclusive means inhibition above about 70% without an active follow-up result;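 further: bacterial growth assessed after seven days of incubation; strong numbers were not always called active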
PhoP GFP inhibition – Inhibition of PhoP regulon, Salmonella typhi GFP reporter cells, confirmation, 4 h (AID 1850) | Salmonella Typhi PhoP-promoter GFP reporter, fluorescence, 4 h; higher % means a stronger effect | inhibition, % at 50 µM, or IC50 in µM where a hit was titrated | actives 0.33% (n = 310,000); in the data active means a potency from the dose series; inconclusive means inhibition mostly from about 25% at the one dose, without a potency; inactive means the rest, 99 in 100 with inhibition below about 19%;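 further: 0% = induced wells with vehicle and 100% = uninduced wells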
inhibitors of VEEV – inhibitors of VEEV TC-83 cytopathic effect, confirmation, Vero cells (AID 588727). Vero cells, VEEV TC-83 cytopathic effect inhibition; higher % means a stronger effect. inhibition, % at 20 µM, or IC50 in µM where a hit was titrated. actives 0.13% (n = 350,000); in the data active means a potency from the dose series; inconclusive means inhibition mostly from about 14% at the one dose, without a potency; inactive means the rest, 99 in 100 with inhibition below about 12%; further: strong numbers were not always called active
M. tuberculosis – growth inhibition of non-replicating M. tuberculosis (AID 488890); Mycobacterium tuberculosis non-replicating, growth inhibition; higher % means a stronger effect; inhibition, % at 25 µM, or IC50 in µM where a hit was titrated; actives 0.39% (n = 320,000); in the data active means a potency from the dose series; inconclusive means inhibition mostly from about 82% at the one dose, without a potency; inactive means the rest, 99 in 100 with inhibition below about 76%;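 further: plate controls were DMSO cells for no effect and high antibiotic wells for full effect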
H1N1 NS1A inhibition – H1N1 influenza NS1A inhibitors, functional cell based assay (AID 504329) | NS1A functional cell-based assay, percent inhibition; higher % means a stronger effect | inhibition, % at 12.5 µM, or IC50 in µM where a hit was titrated | actives 0.3% (n = 340,000); in the data active means a potency from the dose series; inconclusive means inhibition above about 27% without an active follow-up result; further: strong numbers were not always called active
inhibitors of VEEV 10K pilot screen – second read-out of inhibitors of VEEV, no call of its own (marks repeat the call); inhibition, %; measured here: 10K pilot screen inhibition
* hit, by the source's call; i = inactive; ? = inconclusive; / = no result given.

SMILES | H37Rv inhibition | PhoP GFP inhibition | inhibitors of VEEV | M. tuberculosis | H1N1 NS1A inhibition | others
COc1cc(Nc2ccc(C)cc2)c([N+](=O)[O-])nc1[N+](=O)[O-] | 10% | 7% | 0.3% | 6% | 3%
Cc1ccc(O)c(CNc2nc3ccccc3[nH]2)c1 | / | / | 0.8% | / | 1%
COc1ccc(C2c3[nH]c4ccccc4c3CCN2C(=O)c2ccccc2C(C)=O)c(F)c1 (configuration not stated) | 0% | -2% | 6.5% | 2% | 3%
NS(=O)(=O)c1ccc(CCNC(=O)Nc2ccc(Cl)cc2)cc1 | -6% | -1% | 8.7% | 19% | -12%
O=C(c1ccco1)N1N=C(c2cccs2)CC1c1ccccc1O (configuration not stated) | -8% | -7% | 9.9% | 11% | -3%
CCOc1ccccc1CNc1nnnn1C | 23% | 2% | i | -7% | -5%
CC(C)c1ccc(S(=O)(=O)Nc2ccc(-n3cnnn3)cc2)cc1 | / | / | 2.3% | / | 8%
Cc1ccc(S(=O)(=O)N2CCC(C(N)=O)CC2)cc1[N+](=O)[O-] | -5% | -8% | i | -6% | -7%
O=C(COc1ccc(S(=O)(=O)N2CCOCC2)cc1Cl)NCC1CCCO1 (configuration not stated) | -5% | 6% | 0.9% | -11% | 10%
O=C(CSc1ncccn1)NCc1cccc(Cl)c1 | -2% | -8% | 0.4% | -6% | 8%
Cc1nc2c(C#N)cnn2c2c1CCN2CC1CCCO1 (configuration not stated) | 2% | -5% | 3.9% | -1% | 2%
CCOC(=O)C1CCCN(CC(=O)NC2CC2)C1 (configuration not stated) | -6% | -6% | i | 2% | -20%
CC1CCC(NC(=O)CCN2C(=O)C3C4C=CC(C4)C3C2=O)CC1 (configuration not stated) | 0% | -1% | i | 11% | 5%
Cc1cc(C)c2nc(N)sc2c1 | 0% | 1% | 0.3% | 5% | -7%
O=C(CP(=O)(c1ccccc1)c1ccccc1)N1CCOCC1 | 3% | 1% | i | 1% | 10%
COc1ccc(OCC(=O)Nc2cc(OC)ccc2N2CCCCC2)cc1 | 6% | 2% | 0.1% | 12% | -4%
Cc1cc(-c2cc(-c3ccc(Cl)cc3)on2)nc(NC2CCCC2)n1 | 31% | -5% | 1.2% | -10% | 1%
COc1ccc(/C=N/N2C(=O)CN(C(=O)c3ccccc3)C2c2ccc(OC)cc2)cc1 (configuration not stated) | 1% | -13% | 8.2% | 31% | /
CNCc1ccccc1Sc1cccc(O)c1 | 4% | -1% | i | -4% | 8%
CC(=O)Nc1ccc(Nc2nc(C)c([N+](=O)[O-])c(Nc3ccccc3)n2)cc1 | -4% | -6% | 8.8% | 32% | 2%
COc1cccc(C(=O)Nn2cnnc2)c1 | -8% | 5% | 3.6% | -9% | 5%
O=C(COc1cccnc1[N+](=O)[O-])Nc1ccc2c(c1)OCO2 | 2% | 15% | 0.2% | -2% | -10%
CC(C)(O)C#Cc1ccc(C(=O)N2CCC(C(N)=O)(N3CCCCC3)CC2)o1 | / | / | 7.2% | / | -5%
Cc1cc(C)nc(SCC(=O)c2ccc(C)c(C)c2)n1 | -3% | -1% | i | 9% | -3%
C=C(C)C1CC=C(C)/C(=N/NC(=O)CNc2ccc(C)cc2C)C1 (configuration not stated) | -11% | -18% | 1.4% | 4% | -4%
NC(=O)c1c(NC(=O)CN2CCOCC2)sc2c1CCC2 | 3% | 4% | 0.2% | 16% | -23%
COc1ccccc1OCCNC(=O)c1ccc2c(c1)OCCO2 | 2% | 12% | i | 0% | -16%
CN1CCN(c2ccc(NC(=O)c3cccc(S(=O)(=O)N4CCCC4)c3)cc2)CC1 | -5% | / | i | -2% | 0%
CCOc1ccc(OCC(=O)NCCc2nc3ccccc3[nH]2)cc1 | -9% | 9% | 3.9% | 21% | 24% | inhibitors of VEEV 10K pilot screen=1.0
CC(C)c1ccc(OCC(=O)NNC(=O)c2cnccn2)cc1 | ? | 5% | 0.8% | i | -3%
COc1ccccc1CNC(=O)c1cc2c(C)nn(Cc3ccc(F)cc3)c2s1 | -2% | 0% | 7.5% | 19% | 4%
CC(C)C[C@H](NC(=O)OCC1c2ccccc2-c2ccccc21)C(=O)O | / | / | 0.6% | / | -1%
CC(C)[C@H](NC(=O)C1CCN(C(=O)[C@H](Cc2ccccc2)NC(=O)OC(C)(C)C)CC1)C(=O)O | 1% | -14% | 1.3% | 0% | -3%
O=C(CNC(=O)c1cccc(F)c1)OCCOc1cccc(Cl)c1 | 5% | -3% | 1.4% | 59% | -2%
Cc1nc(-c2ccc(S(=O)(=O)Nc3cc(F)ccc3F)cc2)co1 | 3% | -6% | 0.9% | 4% | 7%
O=C(Cc1ccccc1)Nc1ccccc1C(=O)N1CCCCC1 | -13% | -3% | i | -2% | 7%
CCOC(OCC)c1ccc(/C=C\c2nccc(N)n2)cc1 | 6% | 6% | 0.0% | 32% | -1%
COc1ccc(Cn2nnnc2C(c2cccnc2)N2CCN(c3ccc(O)cc3)CC2)cc1 (configuration not stated) | -7% | -8% | 0.6% | 40% | -10%
COc1ccc(NS(=O)(=O)c2csc(C(N)=O)c2)cc1 | 4% | -3% | 0.4% | ? | -8%
CC(OC(=O)c1cc(S(=O)(=O)N2CCOCC2)ccc1F)C(=O)NC1CCCCC1C (configuration not stated) | -4% | 4% | 2.3% | -1% | 11%

6 structures out of the list, ordered by count of non-hydrogen atoms, falling.
SMILES | H37Rv inhibition | PhoP GFP inhibition | inhibitors of VEEV | M. tuberculosis | H1N1 NS1A inhibition | others
COc1ccc(Cn2nnnc2C(c2cccnc2)N2CCN(c3ccc(O)cc3)CC2)cc1 (configuration not stated) | -7% | -8% | 0.6% | 40% | -10%
CN1CCN(c2ccc(NC(=O)c3cccc(S(=O)(=O)N4CCCC4)c3)cc2)CC1 | -5% | / | i | -2% | 0%
COc1ccccc1CNC(=O)c1cc2c(C)nn(Cc3ccc(F)cc3)c2s1 | -2% | 0% | 7.5% | 19% | 4%
O=C(Cc1ccccc1)Nc1ccccc1C(=O)N1CCCCC1 | -13% | -3% | i | -2% | 7%
O=C(COc1cccnc1[N+](=O)[O-])Nc1ccc2c(c1)OCO2 | 2% | 15% | 0.2% | -2% | -10%
CCOC(OCC)c1ccc(/C=C\c2nccc(N)n2)cc1 | 6% | 6% | 0.0% | 32% | -1%

For reference, six of the compounds above.
SMILES | H37Rv inhibition | PhoP GFP inhibition | inhibitors of VEEV | M. tuberculosis | H1N1 NS1A inhibition | others
CCOc1ccccc1CNc1nnnn1C | 23% | 2% | i | -7% | -5%
CC(C)c1ccc(S(=O)(=O)Nc2ccc(-n3cnnn3)cc2)cc1 | / | / | 2.3% | / | 8%
Cc1ccc(S(=O)(=O)N2CCC(C(N)=O)CC2)cc1[N+](=O)[O-] | -5% | -8% | i | -6% | -7%
O=C(COc1ccc(S(=O)(=O)N2CCOCC2)cc1Cl)NCC1CCCO1 (configuration not stated) | -5% | 6% | 0.9% | -11% | 10%
O=C(CSc1ncccn1)NCc1cccc(Cl)c1 | -2% | -8% | 0.4% | -6% | 8%
Cc1nc2c(C#N)cnn2c2c1CCN2CC1CCCO1 (configuration not stated) | 2% | -5% | 3.9% | -1% | 2%

The results go on:
SMILES | H37Rv inhibition | PhoP GFP inhibition | inhibitors of VEEV | M. tuberculosis | H1N1 NS1A inhibition | others
NC(=O)C1CCN(C(=O)c2ccco2)CC1 | 2% | -10% | 0.7% | -16% | -5%
COc1ccc(CC(=O)N/N=C/c2ccc(-c3ccc(F)cc3)o2)cc1OC | 24% | 3% | 2.5% | 13% | -11%
CN1C(=O)N(C)C(=O)C2(Cc3c(nc4ccccn4c3=O)N3CCc4ccccc4C32)C1=O (configuration not stated) | -6% | 3% | 5.4% | 5% | 11%
Cc1[nH]c(=S)n(CC2CCCO2)c1C (configuration not stated) | -5% | 4% | 1.2% | -15% | -1%
COc1cccc(N2CCN(C(=O)c3oc4ccccc4c3NC(=O)CCc3cc(OC)no3)CC2)c1 | 6% | 7% | 1.1% | 13% | 2%
CC(=O)Nc1ccc(S(=O)(=O)N[C@@H](C)C(=O)OCC(=O)c2ccc[nH]2)cc1 | 2% | / | 0.8% | -11% | -12%
C[C@H](NC(=O)C1CC(=O)N(c2ccc3c(c2)OCO3)C1)C(=O)NCc1ccco1 (some centres not stated) | 1% | -2% | 1.1% | -9% | -2%
Cc1c(Cl)cccc1NC(=O)NCc1ccc(C)n1C | 2% | -10% | 0.6% | 11% | -23%
Cc1noc(C)c1C(=O)Nc1ccc(F)cc1 | 0% | 2% | i | -7% | -7% | inhibitors of VEEV 10K pilot screen=0.0
COc1ccccc1NC(=O)Cn1nc(Cc2cccnc2)c2ccccc2c1=O | 3% | 7% | 6.8% | 7% | -31%
OC(c1ccccc1)(c1ccccc1)c1ccn[nH]1 | -1% | -1% | 0.4% | -11% | -4%
Cn1cc(/C=C2/SC(=O)N(c3ccccc3)C2=O)c2ccccc21 | 5% | -2% | 0.6% | -20% | 5%
Cc1cc(C(=O)O)c(CSCc2cc(C(=O)O)oc2C)o1 | -4% | -11% | 0.5% | -22% | -3%
COc1cc2c(cc1OC)CN(C(=O)CCOc1ccccc1C)CC2 | -5% | 2% | i | 17% | -5%
CCC(=O)N1CCN(c2ccc(NC(=O)c3ccc4c(c3)OCO4)cc2)CC1 | 1% | -6% | 4.9% | 19% | -3%
CCNc1nnc(SCC(=O)c2c(N)n(C3CC3)c(=O)[nH]c2=O)s1 | 7% | / | 1.2% | -29% | -3%
COc1cc2ccccc2cc1C(=O)Nc1cccnc1 | -4% | -16% | 6.8% | 9% | 7% | inhibitors of VEEV 10K pilot screen=4.3
CCOC(=O)C1CCCN(Cc2c(C(=O)N3CCCCC3)nc3c(C)cccn23)C1 (configuration not stated) | -7% | 3% | 6.5% | -6% | -7%
O=C(Nc1cccc(C(=O)O)c1)/C(=C\c1ccc2c(c1)OCO2)NC(=O)c1ccc(Br)cc1 | -1% | 0% | 0.1% | 11% | -14%
Cc1ccc(SCC(=O)NC(=O)NC(C)C)c(C)c1 | -6% | -2% | 0.1% | 21% | 9%
CCCCN(C(=O)CSCC(=O)Nc1ccc(C)cc1)c1c(N)n(CCCC)c(=O)[nH]c1=O | 1% | 9% | 3.6% | 28% | -2%
CC1(C)CC(=O)C(C2(O)C(=O)NC(=O)NC2=O)=C(O)C1 | -7% | -4% | i | ? | 4%
COc1cc2c(C#CCCCO)c(-c3ccc(C#N)cc3)oc(=O)c2cc1OC | -11% | / | 0.4% | 22% | -2%
COC(=O)c1ccc(NC(=O)CSCc2ccc(C)cc2)cc1 | ? | 13% | 0.8% | ? | 0%
C[C@@]12C(=O)N(CCO)CC(=O)N1[C@H](/C=C/c1ccccc1)[C@@H]1C(=O)N(c3ccccc3)C(=O)[C@@H]12 | -2% | -4% | i | -5% | 3%
CCN(C[C@H]1N[C@@](C)(C(=O)OC)[C@H]2C(=O)N(C)C(=O)[C@@H]12)C(C)=O | -5% | / | 0.7% | -7% | -13%
COc1ccc(C(CNC(=O)c2cccc(S(=O)(=O)NCc3ccccc3)c2)N(C)C)cc1 (configuration not stated) | -4% | -6% | 1.0% | / | -3%
Cc1ccc(NC(=O)CSCC(=O)NCCc2ccccc2)c(C)c1 | 7% | / | 1.0% | 13% | -6%
CCc1ccc(-c2cc(C)no2)cc1S(=O)(=O)N1CCN(c2cc(C)ccc2C)CC1 | 7% | -1% | 1.2% | 17% | 3%
Cc1cc([N+](=O)[O-])ccc1NC(=O)CCC(=O)N1CCCCCC1 | -13% | -10% | 1.2% | 3% | -3%
Cc1ccc(C(=O)N2CC(=O)Nc3ccc(F)cc3C2c2ccc(F)cc2)cc1 (configuration not stated) | 5% | 1% | 0.6% | 20% | -10%
CC1=N/C(=C\c2ccc([N+](=O)[O-])cc2)C(=O)N1c1ccc(Cl)cc1 | 6% | -3% | 0.3% | 9% | 7%
O=C(CSc1n[nH]c(-c2cccs2)n1)NCCc1ccccc1 | ? | 5% | 4.0% | ? | -4%
Cc1ccc(C(=O)NC2CCN(C(=O)Nc3ccc(F)cc3)CC2)cc1 | -5% | 5% | 0.8% | -23% | 7%
O=C(Nc1nccs1)C1CCN(S(=O)(=O)c2ccc3c(c2)OCCCO3)CC1 | 1% | -6% | 0.6% | 12% | 3%
COc1ccc(C(=O)Nn2c(C)nc3ccccc3c2=O)cc1[N+](=O)[O-] | 3% | -4% | i | -14% | -1%
